Screening results (PubChem BioAssay)
Pemphigus Ab inh: human desmoglein-3 autoantibody binding inhibition; AID 588358; binding (percent of control), % at 10 µM; DSG3-coupled beads, scFv-anti-DSG3-GFP binding, flow cytometry; stronger effect = lower value; 0.48% of 310,000 active;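 active = binding more than 3 SD below its plate's average and above zero; inconclusive = below that plate limit but binding exactly zero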;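 note: hits lower antibody fragment binding to DSG3; some compounds called inactive have numbers as strong as hits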
NSD2 HMT inh: blocks human histone methyltransferase NSD2; NSD2 peptide methylation, AlphaScreen, 120 min; inhibition, % at 12.5 µM; O96028; 0.54% of 310,000 active; in the data active = inhibition above about 50%
SR-BI HDL uptake: blocks mouse SR-BI lipid uptake from DiI-HDL. Q61009. 0.96% of 320,000 active. inhibition, % at 12.5 µM. ldlA[mSR-BI] CHO cells, DiI-HDL uptake fluorescence, 3 h. AID 488896;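 active = mean replicate inhibition of at least 70% and a set share of replicates each scoring 70 or more; inconclusive = meets just one of the two criteria; inactive = fails both criteria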;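 note: 0% = median of neutral control wells and 100% = median of positive control wells; values of inactives mirror those of a sister screen read the other way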
MITF TRPM1 HTS: increases MITF-driven TRPM1 promoter luciferase signal | 0.75% of 300,000 active | activation, % at 12.5 µM | SK-MEL-5 TRPM1-promoter luciferase, 24 h; % of positive control, neutral wells = 0 | AID 588334;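 active = mean activation of at least 80% with every replicate also reaching 80%; inconclusive = mean reaches 80% but some replicate falls short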;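 note: 0% = neutral control wells and 100% = parthenolide positive control wells; values of inactives mirror those of a sister screen read the other way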
PKA-R1A act: activators of PKA-R1A complex. P00514+P68181. PKA-R1A dissociation, Cy5-IP20 fluorescence polarization; scaled: DMSO 0%, 113 µM cGMP 100%. activation, % at 11.4 µM. 0.083% of 340,000 active;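 active = percent activation above the mean of all tested compounds plus 3 SD, cut at about 19% in these data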;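 note: higher means more PKAc released from R1A so a rise in polarization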
dFosB act: enhances mouse delta FosB homodimer DNA binding. P13346. purified delta FosB, TAMRA-CDK5 oligo fluorescence polarization; percent of positive-control signal above neutral wells. activation, % at 25 µM. 0.99% of 340,000 active. AID 493131;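 active = mean activation above about 17%, with every replicate also reaching it, limit read from the data, passing the limit was not always enough; inconclusive = only one of the two conditions met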;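 note: fluorescence polarization rise as delta FosB binds a TAMRA Cdk5 AP-1 oligo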
Target sequence (P13346 whole entry, looked up): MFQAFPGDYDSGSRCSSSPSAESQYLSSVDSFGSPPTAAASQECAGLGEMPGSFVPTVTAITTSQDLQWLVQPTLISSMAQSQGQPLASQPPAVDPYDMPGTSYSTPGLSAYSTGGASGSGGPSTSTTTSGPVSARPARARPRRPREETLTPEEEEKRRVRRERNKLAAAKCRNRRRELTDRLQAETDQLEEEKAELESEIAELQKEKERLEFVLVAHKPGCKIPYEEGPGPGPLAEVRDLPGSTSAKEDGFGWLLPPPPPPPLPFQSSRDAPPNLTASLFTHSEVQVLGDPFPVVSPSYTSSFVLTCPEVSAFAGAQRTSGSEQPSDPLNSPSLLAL
Mot1-301 SUMO: inhibitors of SUMOylation pathway: yeast Mot1-301 growth rescue | S. cerevisiae Mot1-301 growth rescue, ATP luminescence, 38.5C; percent above DMSO median, 100 means doubled | growth rescue, % at 18.8 µM | 1% of 320,000 active | AID 2716;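 active = every valid replicate shows activation above 250% relative to neutral control wells; inactive = the rest, any valid replicate at or below 250%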;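 note: OY570 slx delta 5 strain wells were the positive control but not used for scaling; some compounds called inactive have numbers as strong as hits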
SR-BI DiI-HDL act: SR-BI HDL lipid transfer activation; CHO ldlA[mSR-BI] cells, DiI-HDL uptake fluorescence, 3 h; 100 = double the neutral-control signal; activation, % at 12.5 µM; 0.096% of 320,000 active;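 active = mean replicate activation of at least 60% and every replicate at or above 60%; inconclusive = mean or all-replicate condition met, but not both; inactive = mean below 60% and not all replicates reaching 60%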;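 note: 0% = median plate neutral-control signal and 100% = twice that signal; values of inactives mirror those of a sister screen read the other way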
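System: CHO ldlA[mSR-BI] cells / Medium: HEPES-buffered (25 mM, pH 7.4) F12 plus 0.5% BSA / Probe or stimulus: labelled HDL, 10 µg/mL / Doses: single compound concentration, delivered by pin transfer / Schedule: 3 h, 37 °C / Measured by: DiI fluorescence, bottom read / Measure: cell-associated DiI fluorescence as measure of HDL uptake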
PKA-R2B act: activators of human PKA-R2B complex; 0.079% of 340,000 active; activation, % at 11.4 µM; PKA-R2B holoenzyme dissociation, Cy5-IP20 fluorescence polarization; R2B truncated from residue 108, S112A mutant; 0% DMSO only, 100% 113 µM cGMP; AID 504700; P22694+P31323;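 active = activation above a cutoff set at the mean over all compounds plus 3 SD, cut at about 18% in these data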;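 note: higher means more holoenzyme dissociation and a rise in polarization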
CDK5 inh: inhibitors of human CDK5/p35 kinase; Q00535+Q15078; Recombinant CDK5/p35, ADP-Glo luminescence, 60 min; inhibition, % at 10 µM; 0.01% of 330,000 active;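 active = highest replicate inhibition of at least 50% and at least 75% of replicates reaching 50%; inconclusive = only one of the two criteria met; inactive = both criteria failed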;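 note: plate controls were DMSO neutral control for no effect and GW8510 at 10 µM for full effect; many of its hits are not listed in these tables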
Target sequence (Q00535 whole entry, looked up): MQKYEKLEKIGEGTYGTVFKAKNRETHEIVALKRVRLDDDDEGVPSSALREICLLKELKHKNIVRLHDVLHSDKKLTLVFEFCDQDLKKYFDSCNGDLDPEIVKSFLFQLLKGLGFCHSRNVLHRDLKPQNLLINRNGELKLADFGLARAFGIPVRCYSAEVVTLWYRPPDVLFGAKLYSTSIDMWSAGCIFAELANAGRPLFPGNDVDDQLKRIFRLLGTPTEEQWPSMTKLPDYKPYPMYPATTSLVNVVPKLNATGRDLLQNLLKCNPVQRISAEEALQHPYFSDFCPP
Target sequence (Q15078 whole entry, looked up): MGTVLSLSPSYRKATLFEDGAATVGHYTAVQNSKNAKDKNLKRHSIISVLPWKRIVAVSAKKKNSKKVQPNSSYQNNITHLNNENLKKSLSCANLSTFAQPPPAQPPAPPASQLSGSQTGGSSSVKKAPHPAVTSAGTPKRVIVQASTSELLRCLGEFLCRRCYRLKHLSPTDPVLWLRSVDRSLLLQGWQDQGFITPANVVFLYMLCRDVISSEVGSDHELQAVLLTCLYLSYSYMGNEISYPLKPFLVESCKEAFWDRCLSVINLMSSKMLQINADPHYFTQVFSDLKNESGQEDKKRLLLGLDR
Arrestin-AP2 inh: inhibitors of human beta-arrestin and AP2 interaction. FITC-arrestin peptide / GST-AP2 beads, flow cytometry; AP2 beta2 appendage carries R879A mutation. inhibition, % at 10 µM. 0.31% of 340,000 active;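 active = inhibition above a set limit, near 3 SD of compounds lacking own fluorescence, cut at about 54% in these data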;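 note: plate controls were DMSO wells for no effect and 5 µM unlabelled arrestin peptide for full effect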
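Measured by: flow cytometry, FL1 (488/535 nm); Material: AP2 appendage R879A on GSH beads; Evaluation: percent response; Timing: pre-incubation 12 min, peptide binding 1 h, room temperature; Also added: 50 nM FITC-arrestin peptide; Medium: PBS with 0.05% Tween 20 and 0.1% BSA.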
* marks the source's active call; other numbers are inactive results; ? = inconclusive; nt = not tested or not shown; & = joins results of further samples.

Pemphigus Ab inh | NSD2 HMT inh | SR-BI HDL uptake | MITF TRPM1 HTS | PKA-R1A act | dFosB act | Mot1-301 SUMO | SR-BI DiI-HDL act | PKA-R2B act | CDK5 inh | Arrestin-AP2 inh | smiles
96.8 | nt | 7.0 | -7.2 | -8.5 | 3.4 | 3.4 | -7.0 | -0.4 | -1.5 | -6.6 | COc1[nH]c2ccc(F)cc2c1C(=O)OCC1CCN(CCNS(C)(=O)=O)CC1
101.0 | nt | nt | 21.2 | 0.2 | -5.4 | -8.8 | nt | -7.4 | -0.5 | -5.5 | COc1ccc(-c2ccc(C(C)=O)cc2)cc1[C@H]1[C@H]2C=CC[C@@H](C)[C@@H]2C(=O)N1Cc1ccccc1
100.0 | 4.3 | -0.6 | -3.8 | 1.4 | 11.1 | -0.5 | 0.6 | 1.6 | -0.5 | -2.1 | CN(C)CCCN(C(=O)c1ccc(S(=O)(=O)N2CCCCC2)cc1)c1nc2cc3c(cc2s1)OCO3
116.1 | -5.8 | -7.0 | 11.5 | -2.2 | -11.5 | 453.7 | 7.1 | 4.9 | -1.7 | -5.7 | COc1cccc(NC(=O)c2ncc(Cl)c(Cl)c2Cl)c1
105.6 | -1.6 | -18.0 | 20.3 | -1.3 | 2.6 | -1.4 | 18.0 | -4.3 | -0.3 | -7.0 | O=C(NCC1CCCO1)c1nn2c(C(F)(F)F)cc(-c3ccco3)nc2c1Cl (configuration not stated)
nt | -2.5 | -10.3 | 25.0 | -8.4 | -2.1 | 220.0 | 10.3 | -1.1 | -0.2 | 8.8 | Cc1cc2ncc(Cl)nc2cc1C
nt | 1.2 | -21.6 | -18.6 | -4.4 | -7.0 | 6.4 | 21.6 | -11.6 | -0.8 | 22.9 | O=C(NCCN1C(=O)S/C(=C\c2ccccc2F)C1=O)C1CCCN1C(=O)c1cccs1 (configuration not stated)
96.8 | 0.0 | -14.8 | 9.6 | 1.1 | 2.6 | -13.6 | 14.8 | 5.0 | -1.6 | 17.4 | CC(Sc1n[nH]c(N)n1)C(=O)NC1CCCCC1C (configuration not stated)
111.8 | -8.2 | -2.3 | 61.5 | -7.9 | 4.0 | -4.0 | 2.3 | -4.6 | 7.3 | -4.3 | N/C(=N\OC(=O)c1ccc(Cl)cc1)c1[nH]ncc1Br
102.2 | -2.2 | -7.9 | -1.3 | 3.9 | 5.0 | 2.2 | 7.9 | 6.5 | 3.2 | 21.3 | O=C(CSc1nnc(CNC(=O)c2cccs2)o1)Nc1ccccc1F
nt | -0.4 | -10.8 | nt | 13.8 | -2.4 | 40.0 | 10.8 | 2.1 | 0.1 | 2.4 | CCOC(=O)C1C(=O)CC(=O)CC1CC(C)SCC (configuration not stated)
111.8 | 2.0 | 21.2 | nt | -8.9 | -1.2 | -22.2 | -21.2 | -3.5 | -0.1 | -6.1 | COc1ccc(Cn2c(C(C)C)nc3sc4ccccc4c(=O)c3c2=O)cc1
103.1 | nt | ? | 58.3 | -3.8 | 2.3 | 430.7 | -70.8 | -2.3 | 1.8 | -4.2 | COc1ccccc1NC(=O)/C(C#N)=C/c1ccc(OCCN2CCOCC2)c(OC)c1
114.7 | 3.2 | -17.9 | nt | -13.6 | 7.9 | 8.6 | 17.9 | -3.7 | 0.2 | -21.4 | CCOC(=O)/C(C#N)=C/C=C1/C=CC=CN1C
85.7 | -1.0 | -5.4 | -12.9 | -2.5 | -10.9 | -5.6 | 5.4 | -17.1 | 0.1 | 9.3 | CC1(C)CC2CC(C)(CN2S(=O)(=O)c2ccc(C(=O)Nc3ccc(S(=O)(=O)N4CCOCC4)cc3)cc2)C1 (configuration not stated)
116.2 | nt | 8.1 | -8.8 | 1.5 | 0.5 | -8.4 | -8.1 | -8.2 | -1.2 | 3.3 | CCCCCNC(=O)c1ccc2c(=O)n(CCCN3CCCC3=O)c(=S)[nH]c2c1
122.6 | -0.8 | -0.7 | -8.6 | 1.6 | -5.3 | -20.7 | 0.7 | -8.1 | -1.0 | -0.7 | Cn1c(SCC(=O)NC(=O)Cc2ccccc2)nnc1-c1ccc(F)cc1
113.7 | 0.9 | 0.2 | -42.7 | -2.9 | -13.0 | -13.1 | -0.2 | -5.1 | 0.7 | -6.1 | CC1(C)N=C(N)N=C(N)N1c1ccc(OCCCOc2ccccc2)c(Cl)c1
97.8 | -1.9 | 12.6 | 11.5 | 3.9 | 0.7 | -12.1 | -12.6 | -15.3 | -0.8 | -0.4 | CCOC(=O)CSCc1cn2cc(Cl)ccc2n1
91.8 | nt | nt | -3.2 | 1.0 | ? | -13.0 | nt | -4.1 | 0.4 | 43.0 | COc1ccc(/C=C(\C#N)C(=O)Nc2cc(C)c(Cl)cc2OC)cc1O
99.9 | -2.8 | -7.1 | nt | -3.1 | -0.6 | -18.0 | 7.1 | -6.5 | 1.0 | 6.7 | COc1ccc(/C=N/NC2=NS(=O)(=O)c3ccccc32)cc1OC(C)=O
116.0 | 2.6 | nt | -3.0 | 3.3 | -9.5 | -18.4 | nt | 0.7 | -1.0 | 18.1 | Cc1ccc(C)c(N(C(=O)c2ccco2)C(C(=O)NC2CCCC2)c2ccco2)c1 (configuration not stated)
91.5 | -1.6 | 34.0 | 8.5 | -9.6 | -7.3 | -7.7 | -34.0 | 2.1 | -0.3 | -10.3 | CCOc1ccccc1N1CCN(C(=O)[C@@H]2CCCN2C2=NS(=O)(=O)c3ccccc32)CC1
97.7 | 2.8 | -22.6 | -4.9 | 1.3 | -5.5 | 8.8 | 22.6 | -18.8 | -0.9 | 21.1 | Cc1ccc(C)c(S(=O)(=O)N/N=C/c2ccc(F)cc2)c1
nt | 1.1 | 32.2 | -6.0 | -1.6 | -0.5 | 3.3 | -32.2 | 6.8 | -2.2 | -6.5 | COCc1c(C(=O)N/N=C/c2c[nH]c3ccccc23)nnn1-c1nonc1N
98.2 | 1.9 | -0.8 | 7.5 | -7.8 | -5.1 | -4.9 | 0.8 | -7.2 | 3.2 | 12.0 | Cc1ccc(S(=O)(=O)N2CCOCC2)cc1C(=O)N1CCC(Cc2ccccc2)CC1
100.4 | nt | 65.0 | -6.5 | 9.6 | 3.6 | -14.6 | -65.0 | 1.9 | -2.2 | nt | C(#Cc1c(-c2ccsc2)sc2ccccc12)c1ccsc1
117.7 | nt | -1.1 | 2.7 | 2.2 | -8.9 | 5.5 | 1.1 | -8.3 | -1.7 | 7.9 | CCc1cccc(CC)c1-n1c(SCn2nnc3ccccc3c2=O)nnc1-c1cccnc1
95.3 | -4.0 | 5.0 | -8.7 | -4.7 | 1.0 | -4.2 | -5.0 | 10.5 | -1.0 | -1.8 | COc1ccccc1CN1CCNC(=O)C1CC(=O)N(C)Cc1ccon1 (configuration not stated)
98.5 | nt | 0.0 | -108.9 | 0.5 | -10.5 | nt | 0.0 | 5.1 | 4.3 | 9.0 | O=C1/C(=C\c2ccccc2)CN(C(=O)CCN2CCCCC2)C/C1=C/c1ccccc1
99.9 | 3.0 | -1.6 | nt | -13.7 | 2.1 | -0.1 | 1.6 | -7.3 | -0.2 | -3.3 | O=C(CSc1nccn1-c1cccc(Cl)c1)NC1CCCC1
87.1&98.5 | 1.0&-0.3 | -2.2&2.7 | 1.8 | 3.7&-1.1 | -31.5&-23.8 | -6.6 | 2.2&-2.7 | -10.5&4.5 | -1.4&-1.4 | -6.6&3.4 | Cc1[nH]nc(N=CC2=C(O)CC(c3ccco3)CC2=O)c1-c1ccccc1 (configuration not stated)
98.4 | 2.5 | -1.2 | 12.2 | -1.4 | -3.6 | 59.2 | 1.2 | -2.3 | 2.9 | 2.5 | COc1ccc(OCC(=O)N/N=C2\CCCCc3ccccc32)cc1
100.6 | nt | -41.1 | 17.2 | -5.9 | ? | -33.4 | 41.1 | -6.1 | -0.2 | 8.9 | COC(=O)c1ccc(C23CC4(C2)[C@H](CN(C)[C@@H]4c2ccccc2)C3c2ccccc2)cc1 (some centres not stated)
97.8 | -0.7 | 48.4 | -14.7 | -12.0 | -12.5 | -7.7 | -48.4 | -3.7 | 2.8 | -5.9 | Cc1cc2occ(CC(=O)Nc3nccs3)c2cc1C(C)C
103.9 | nt | nt | -0.7 | -9.3 | 2.8 | 7.2 | nt | -1.9 | 0.2 | -6.5 | O=C(c1ccccc1Cl)N(Cc1ccc(Br)cc1)N1C(=O)CCC1=O
90.8 | nt | -19.9 | nt | nt | -3.2 | 6.9 | 19.9 | nt | 0.3 | 12.0 | Cc1cc(Sc2nnc(/N=C/N(C)C)s2)c2ccccc2n1
97.1 | -1.9 | -0.3 | -0.6 | -6.4 | ? | 2.6 | 0.3 | 0.4 | -0.4 | 40.4 | CCc1ccc(NC(=O)Cn2nnc(C(=O)NCc3ccc4c(c3)OCO4)c2N)cc1
104.4 | -2.0 | 82.2* | 18.7 | -7.1 | -2.2 | nt | -82.2 | 4.5 | -0.6 | -3.2 | COc1ccc(Cl)cc1C(=O)Nc1ccc(NC(=O)c2ccco2)cc1
100.8 | nt | 6.4 | 9.0 | 5.8 | -25.3 | 775.1* | -6.4 | 5.3 | -2.7 | 1.5 | Fc1ccc(-c2nnc3ccc(N4CCCC4)nn23)cc1
nt | -3.7 | 2.8 | -3.5 | -6.3 | -3.3 | 0.7 | -2.8 | -10.0 | 0.6 | 2.5 | COc1cccc(CN2CC(C(=O)NCCCn3ccnc3C)CCC2=O)c1 (configuration not stated)
112.0 | -0.5 | -20.8 | 0.6 | 6.5 | -8.7 | -4.1 | 20.8 | 4.5 | 0.9 | 2.0 | CN(C)S(=O)(=O)c1ccc(N2CCCC2)c(C(=O)NNC(=O)COc2ccccc2Cl)c1
122.8 | 2.2 | nt | 9.8 | -5.2 | -14.2 | 8.9 | nt | 1.4 | -1.0 | -18.1 | Cc1ccc2ccc(S(=O)(=O)NCc3ccco3)cc2c1
108.7 | 7.0 | 1.4 | 4.4 | 15.0 | -14.3 | -8.4 | -1.4 | -4.8 | -2.4 | 43.4 | COc1ccc(-c2noc(CNS(=O)(=O)c3ccccc3)n2)cc1
100.4 | -1.8 | 32.1 | nt | nt | -2.0 | 15.3 | -32.1 | nt | 0.4 | 4.0 | FC(F)(F)c1cccc(NC(=S)Nc2ccc(Cl)c(Cl)c2)c1
